Abeta rescue: compounds reversing amyloid beta toxicity in yeast; yeast expressing A-beta42, growth rescue, OD600, 48 h; response scale: 0% DMSO, 100% iron-clioquinol control; Potency, µM (series often up to 46.1 µM), for inactives: at the top dose growth rescue, hits mostly activators; actives 0.063% (n = 410,000); AID 1347071; also: potency is read from the fitted curve at half-maximal effect; nearly all actives have a fitted effect of over 55% in size
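Yeast growth medium received pinned compounds, then yeast cells expressing toxic A-beta were added; plates incubated at 30 C for 48 hr. Growth read as absorbance at 600 nm, normalized to DMSO and equimolar FeCl3 plus clioquinol controls.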
aSyn rescue: inhibitors of alpha-synuclein toxicity in yeast; Yeast expressing alpha-synuclein, growth rescue, BacTiter-Glo, 24 h; AID 652106; actives 0.14% (n = 370,000); Potency, µM (series often up to 46.1 µM), inactives show top-dose growth rescue (activation), usual class: activators; also: potency is read from the fitted curve at half-maximal effect; % of control where 0% means no effect; nearly all actives have a fitted effect of over 65% in size
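Readout is rescue of growth in alpha-synuclein-expressing yeast, so inhibitors of toxicity appear as activators. Growth after 24 hr at 30 deg C in galactose medium is quantified by luminescence.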
EPAC1 antag: blocks human EPAC1 exchange factor; O95398; EPAC1 GEF assay, Rap1b-BODIPY-GDP exchange fluorescence; Potency, µM (top dose mostly 115 µM), inactives show at the highest dose activity change, negative = inhibition, hits mostly inhibitors; actives 0.14% (n = 360,000); AID 720709;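 also: potency is read from the fitted curve at half-maximal effect; plate controls were vehicle for no effect and positive control for full effect; nearly all actives have a fitted effect of over 50% in size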
Target sequence (O95398 whole entry, looked up): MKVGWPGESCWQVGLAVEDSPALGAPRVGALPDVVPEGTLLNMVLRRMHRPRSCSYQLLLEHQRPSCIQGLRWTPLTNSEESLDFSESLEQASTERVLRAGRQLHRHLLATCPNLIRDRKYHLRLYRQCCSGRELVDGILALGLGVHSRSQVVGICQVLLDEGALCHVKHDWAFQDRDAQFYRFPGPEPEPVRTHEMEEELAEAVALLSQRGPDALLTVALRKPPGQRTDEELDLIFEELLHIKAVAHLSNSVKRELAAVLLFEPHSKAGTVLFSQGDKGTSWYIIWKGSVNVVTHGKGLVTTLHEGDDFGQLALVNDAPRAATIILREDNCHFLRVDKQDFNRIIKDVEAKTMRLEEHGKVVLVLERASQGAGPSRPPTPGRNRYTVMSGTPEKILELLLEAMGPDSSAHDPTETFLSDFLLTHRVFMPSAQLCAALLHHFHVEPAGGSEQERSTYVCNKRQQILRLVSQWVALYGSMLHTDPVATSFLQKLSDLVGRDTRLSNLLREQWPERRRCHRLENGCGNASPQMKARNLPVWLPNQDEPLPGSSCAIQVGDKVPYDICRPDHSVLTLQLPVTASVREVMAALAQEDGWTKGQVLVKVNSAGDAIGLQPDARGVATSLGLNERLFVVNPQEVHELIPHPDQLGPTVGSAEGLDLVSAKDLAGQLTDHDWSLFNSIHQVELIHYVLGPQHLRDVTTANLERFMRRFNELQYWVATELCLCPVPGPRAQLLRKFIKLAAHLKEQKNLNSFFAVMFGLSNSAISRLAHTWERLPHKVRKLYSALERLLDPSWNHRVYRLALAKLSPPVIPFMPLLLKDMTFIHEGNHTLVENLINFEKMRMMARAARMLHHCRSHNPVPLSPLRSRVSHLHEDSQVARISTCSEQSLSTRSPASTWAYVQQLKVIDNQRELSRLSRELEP
WRN helicase inh: inhibitors of human WRN helicase | Potency, µM (doses to about 114 µM), for inactives: top-dose activity change, negative = inhibition, hits mostly inhibitors | WRN helicase unwinding, fluorescent forked duplex, kinetic | AID 651768 | actives 0.46% (n = 360,000) | Q14191; also: potency is read from the fitted curve at half-maximal effect; % is scaled to controls: 0 for no effect and ±100 for the full control effect; nearly all actives have a fitted effect of over 55% in size
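Fluorescence dequenching readout, ex 525 nm/em 598 nm, kinetic mode: forked duplex DNA (100 nM final) with adjacent fluorophore and quencher unwound by WRN (20 nM final) with 2 mM ATP. Compound preincubation 15 min, room temperature.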
FUS suppressor: FUS proteinopathy suppression in yeast. S. cerevisiae FUS-expressing, growth rescue, OD600, 24 h. Potency, µM (titrated, usually from 76.6 µM), for the others: at the highest dose growth rescue (activation), usual class: activators. actives 0.24% (n = 390,000). AID 1347120;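 also: potency is read from the fitted curve at half-maximal effect; plate controls were DMSO vehicle for no effect and reference control for full effect; nearly all actives have a fitted effect of over 55% in size; some results filed as inactive show a strong effect at the top dose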
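Galactose (2%) drives FUS expression in yeast precultured in raffinose; seeding density OD 0.005. Test compounds incubated 24hr at 30C and 99% humidity before absorbance at 600 nm was measured.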
IL-2 act: activators of IL-2 | actives 0.065% (n = 360,000) | IL-2 activation reporter assay, cell-based qHTS; stimulated with anti-CD3/CD4/CD28 beads; in transgenic mouse T cells | activation, % (series mostly up to about 46 µM); in the data active = activation above about 50%; inconclusive = mostly about 30% to 49%; also: 0% is about no effect
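Unstimulated transgenic mouse T cells; 60-min compound exposure; bead-based TCR/CD4/CD28 stimulation; 18 h culture, 37 degrees C; dual fluorescence (EGFP, DsRed) plate cytometry.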
PI5P4K alpha inh: inhibitors of human PI5P4K alpha; P48426; PI5P4Kalpha enzyme, ADP-Glo luminescence, 60 min; stronger effect = lower value; max response, %; actives 1.2% (n = 330,000); AID 652105; active = max response of -50% or lower; inconclusive = between -30% and -50%; inactive = -30% or higher; also: value at the top dose of about 77 µM; % is scaled to controls: 0 for no effect and ±100 for the full control effect
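Quantitative HTS of the MLSMR library against PI5P4Kalpha with substrate. ATP added last at 5 microM final; room temperature, 60 minutes. Remaining ATP depleted, ADP converted and read as luminescence.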
PLK1 PBD inh: PLK1 (human) polo-box domain binding inhibition. Potency, µM, for the others: max response, negative = inhibition, most hits filed as inhibitors. AID 720504. Plk1 PBD binding of FITC phosphopeptide, fluorescence polarization. actives 2.8% (n = 360,000). P53350; also: potency is read from the fitted curve at half-maximal effect; series mostly up to about 57 µM; % is scaled to controls: 0 for no effect and ±100 for the full control effect; nearly all actives have a fitted effect of over 65% in size
EPAC1 ag: agonists of human EPAC1 | O95398 | EPAC1 agonist qHTS, biochemical assay; response scale: 100% = response to 6.5 mM cAMP | Potency, µM (top dose mostly 154 µM), without a hit: at the highest dose activation, usual class: activators | actives 0.073% (n = 360,000) | AID 720707; also: potency is read from the fitted curve at half-maximal effect; nearly all actives have a fitted effect of over 60% in size
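EPAC1 100 nM, Rap1B–BODIPY-GDP 250 nM, unlabeled GDP 50 uM; compound titration; 5 min RT; kinetic read ex480/em540 at 5-min intervals ×30 min; data normalized to 6.5 mM cAMP agonist control.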
Numbers without * were called inactive; ? = inconclusive; / = not tested or not shown; & = joins results of further samples; [ ] = dose if it differs, or a comment. Unless noted, calls follow the shape of the dose curve; as a rule, active = well fitted curve in the direction sought with a large enough effect; inconclusive = small, poorly fitted or top-dose-only effect, or another doubt; inactive = no such curve, though single readings can be large; an effect the other way counts as inactive or inconclusive. Rows are unselected. About 4.1% of those tested had a hit in this group.

nr	SMILES	Abeta rescue	aSyn rescue	EPAC1 antag	WRN helicase inh	FUS suppressor
1	O=c1nc2n(CCO)c3ccccc3cc-2c(=O)[nH]1	9%	4%	8%	-6%	/
2	COc1ccccc1CCc1nnc(CCC(=O)N(C)Cc2cccc3ncccc23)o1	-12%	-4%	27%	-5%	6%
3	COC(=O)C(NC(=O)c1ccccc1)=C1C=C(C)OC(C)=C1	3%	0%	0%	10%	-48%[inhibitor]
4	CCC1C(=O)c2ccccc2N(C)C1=O (stereo not drawn)	-2%	8%	-3%	3%	-37%
5	COc1ccc(CN2CCSCC2)cc1C	-11%	-3%	-1%	9%	-8%
6	Cc1ccc(C(=O)N2CCN(c3ccc(NC(=S)NC(=O)Cc4ccccc4)cc3)CC2)cc1	25%	1%	1%	-2%	41%
7	Fc1cc(Cl)c(OCc2noc(-c3ccsc3)n2)c(Cl)c1	-6%	11%	-3%	3%	6%
8	COc1ccc(NC(=O)C(F)(F)F)cc1OC	15%	-1%	-1%	-28%[57.1 µM]	-25%
9	CCOC(=O)C1=C(C)N=c2s/c(=C\c3cc(OC)c(OC)c(OC)c3)c(=O)n2C1/C=C/c1ccccc1 (stereo not drawn)	6%	2%	-21%	-37%	/
10	O=C(O)C1CC(O)CN1S(=O)(=O)c1ccc2ccccc2c1 (stereo not drawn)	7%	0%	0%	-18%	-8%
11	Cn1nc(C(F)(F)F)c(-c2ccccc2)c1NC(=O)c1cccnc1	9%	-4%	-1%	-1%	6%
12	Cc1cccc(C(=O)NCC(=O)NC2CCC(C)CC2)c1 (stereo not drawn)	-6%	10%	3%	-14%	-7%
13	N#Cc1cc(Oc2cccc3cccnc23)c(-n2nnc3ccccc32)cc1C#N	-11%	-6%	13%	-10%	29%
14	O=c1c(Cl)c(NCCCO)cnn1-c1nc2ccccc2[nH]1	-21%	-22%	-4%	-9%	10%
15	O=C(O)c1cc([N+](=O)[O-])ccc1NCc1ccccc1	-5%	-1%	?	-5%	-9%

nr	IL-2 act	PI5P4K alpha inh	PLK1 PBD inh	EPAC1 ag
1	-0.5	1	0%	15%
2	1.3	1	-5%	?
3	-0.2	2	-8%	10%
4	1.8	0	-1%	4%
5	-0.8	/	-7%	9%
6	-3.6	/	-18%	12%
7	-0.1	-3	2%	-2%
8	1.0	3	-8%	-8%
9	-0.1	-21	?	-9%
10	1.5	8	-4%	-5%
11	3.0	-2	-5%	0%
12	0.5	1	-2%	-5%
13	-5.0	/	-13%	11%
14	-3.1	?	13µM*	-10%
15	0.4	9	-29%	-10%

In another format: three of the compounds above
[11] Cn1nc(C(F)(F)F)c(-c2ccccc2)c1NC(=O)c1cccnc1
  Abeta rescue: 9% | aSyn rescue: -4% | EPAC1 antag: -1% | WRN helicase inh: -1% | FUS suppressor: 6% | IL-2 act: 3.0 | PI5P4K alpha inh: -2 | PLK1 PBD inh: -5% | EPAC1 ag: 0%
[6] Cc1ccc(C(=O)N2CCN(c3ccc(NC(=S)NC(=O)Cc4ccccc4)cc3)CC2)cc1
  Abeta rescue: 25% | aSyn rescue: 1% | EPAC1 antag: 1% | WRN helicase inh: -2% | FUS suppressor: 41% | IL-2 act: -3.6 | PI5P4K alpha inh: / | PLK1 PBD inh: -18% | EPAC1 ag: 12%
[14] O=c1c(Cl)c(NCCCO)cnn1-c1nc2ccccc2[nH]1
  Abeta rescue: -21% | aSyn rescue: -22% | EPAC1 antag: -4% | WRN helicase inh: -9% | FUS suppressor: 10% | IL-2 act: -3.1 | PI5P4K alpha inh: ? | PLK1 PBD inh: 13µM* | EPAC1 ag: -10%

Next part
nr	SMILES	Abeta rescue	aSyn rescue	EPAC1 antag	WRN helicase inh	FUS suppressor
16	COc1cccc(OC)c1CNC(=O)C1CCC(=O)N(CC2CCCCC2)C1 (stereo not drawn)	6%	-9%	1%	9%	4%
17	COc1ccc(C2CC(c3cccs3)=NN2S(C)(=O)=O)cc1 (stereo not drawn)	21%	8%	-5%	-3%	13%
18	Nc1nc(-c2ccccc2)c(N=Nc2ccccc2Cl)s1	6%	-4%	-20%	-27%	-3%
19	Cc1ccc(/C=N/N2C(=O)C3C(C2=O)C2C=CC3C23CC3)o1 (stereo not drawn)	0%	-2%	17%	-8%	6%
20	CCc1ccc(-n2nc3ccc(NC(=O)c4ccc5c(c4)OCO5)cc3n2)cc1	-11%	5%	-1%	-2%	-9%
21	OCCNc1nc(-c2ccccc2)nc2ccccc12	3%	-2%	-11%	-22%	8%
22	O=C(NC1CCCCC1)c1ccc(CS(=O)(=O)Cc2ccccc2F)o1	9%	1%	-7%	-5%	14%
23	Cc1ccc(-c2csc(NC(=O)Cc3cccs3)n2)cc1C	-8%	6%	4%	-13%	-10%
24	O=C(NCc1ccc(Cl)cc1)c1cnccn1	1%	4%	11%	6%	18%
25	Cc1ccc(SCC(=O)NC(=O)NCCC(C)C)c(C)c1	26%	-3%	-17%	4%	-1%
26	CN1CCN(S(=O)(=O)Cc2ccccc2Cl)CC1	10%	5%	-9%	-9%	-14%
27	COc1c(S(=O)(=O)NCCCn2ccnc2)ccc(Cl)c1Cl	-7%	0%	10%	1%	2%
28	CCN(CC(=O)NCc1cccs1)CC(=O)Nc1ccccc1C	-22%	-3%	-4%	6%	-10%
29	O=C(Nc1cc(C(F)(F)F)ccc1-n1cncn1)c1cn2ccccc2n1	-2%	-13%	-4%	-3%	8%
30	COc1cccc(-c2nnc(SCC(=O)N(C(C)C)C(C)C)o2)c1	-4%	-7%	1%	8%	19%

nr	IL-2 act	PI5P4K alpha inh	PLK1 PBD inh	EPAC1 ag
16	-2.2	-10	-4%	-11%
17	-0.9	0	1%	9%
18	0.4	3	-5%	10%
19	-0.6	/	-5%	9%
20	-1.2	2	1%	-3%
21	-1.2	2	-14%	3%
22	-0.3	-1	-3%	5%
23	-0.3	-15	-11%	9%
24	-0.9	0	0%	4%
25	-1.8	10	-28%	-9%
26	-0.8	11	0%	10%
27	0.0	-3	2%	8%
28	1.1	-9	-7%	-10%
29	-0.1	-7	-9%	6%
30	-0.4	/	1%	-4%

Following part:
nr	SMILES	Abeta rescue	aSyn rescue	EPAC1 antag	WRN helicase inh	FUS suppressor
31	O=C1C2CCCN2C(c2ccc(F)cc2)N1c1ccc(Cl)cc1 (stereo not drawn)	-5%	2%	-20%	3%	-13%
32	CCOC(=O)c1[nH]c(C)c(C(=O)Nc2cc(OC)ccc2OC)c1C	2%	-7%	0%	-11%	10%
33	O=c1[nH]cnc2c1ncn2-c1ccc(Cl)cc1	-2%	-4%	5%	-29%	/
34	O=C1CCCC2=C1C(c1cccs1)CC(=O)N2c1ccc(F)cc1 (stereo not drawn)	-13%	-10%	2%	0%	-10%
35	S=c1[nH]nc(-c2ccco2)n1-c1ccc(Br)cc1	9%	-7%	?	?	16%
36	O=C(Nc1ccncc1)c1ccccc1[N+](=O)[O-]	-11%	-2%	3%	12%	-9%
37	Cc1ccc(NC(=O)c2ccncc2)cc1S(=O)(=O)N(C)C	-19%	-4%	-26%	0%	/
38	COc1ccc(CN2CCN(Cc3ccc(C)cc3)CC2)c(OC)c1	-23%	7%	12%	-19%	10%
39	O=C1NC(=Nc2ccc(F)cc2)SC1Cc1ccc(F)cc1 (stereo not drawn)	4%	0%	1%	2%	24%
40	CC(=O)c1ccc(OCc2cc(C(=O)NCCc3ccc(Cl)cc3)no2)cc1	12%	1%	-6%	0%	18%
41	CCOC(=O)c1cccc(NS(=O)(=O)Cc2ccccc2)c1	15%	10%	-2%	8%	-21%
42	CCC(CC)c1nnc(NC(=O)CCN2C(=O)c3ccccc3C2=O)s1	-13%	-8%	3%	-27%	3%
43	COC(=O)Cn1cc(S(=O)(=O)NCc2ccc(C)cc2)c2cc([N+](=O)[O-])ccc21	6%	-13%	-13%	4%	-10%
44	COc1ccc(NC(=O)N2CCCC2C(=O)Nc2ccc(C)cc2)cc1 (stereo not drawn)	18%	-6%	-12%	-4%	-7%
45	CCC(=O)N(C)C[C@H]1Oc2cc(Br)ccc2S(=O)(=O)N([C@@H](C)CO)C[C@H]1C	2%	1%	12%	4%	-8%

nr	IL-2 act	PI5P4K alpha inh	PLK1 PBD inh	EPAC1 ag
31	-1.9	-1	-11%	2%
32	-1.1	/	-7%	6%
33	-1.0	1	-10%	11%
34	-0.7	0	-11%	7%
35	-4.5	-10	-16%	0%
36	0.2	-10	-7%	-5%
37	-0.3	7	4%	-2%
38	-0.2	-7	4%	2%
39	-0.2	-8	-5%	5%
40	0.9	2	-15%	-11%
41	-3.2	1	0%	-13%
42	2.1	-9	-4%	3%
43	-0.6	-4	-10%	-6%
44	-1.0	0	0%	1%
45	-1.3	3	4%	-1%

The results go on:
nr	SMILES	Abeta rescue	aSyn rescue	EPAC1 antag	WRN helicase inh	FUS suppressor
46	O=C(COc1ccc2ccc(=O)oc2c1)NCc1ccccn1	1%	5%	2%	-4%	-7%
47	Cc1c(C#N)c(N)c(C(=O)c2ccccc2)n1Cc1ccccc1	1%	-8%	7%	-5%	-2%
48	O=C(Nc1ccccc1)OCCCc1ccccc1	-2%	1%	-20%	-9%	-1%
49	Cn1cc(Cc2ccccc2)c(=O)c(Cc2ccccc2)c1	0%	-10%	7%	6%	/
50	CCOC(=O)[C@H](CCc1ccccc1)N[C@@H](C)C(=O)N1CCC[C@H]1C(=O)O	-5%&-20%	0%&-1%	-26%&5%	-3%	-29%&-28%
51	CCn1c(=O)cc(OCC(=O)O)c2ccccc21	19%	1%	10%	4%	8%
52	O=c1[nH]cnc2c1c(-c1ccccc1)cn2-c1cccc(Cl)c1	8%	9%	-11%	-8%	-13%

nr	IL-2 act	PI5P4K alpha inh	PLK1 PBD inh	EPAC1 ag
46	-0.6	3	-3%	4%
47	0.7	-2	-1%	8%
48	-1.8	3	-9%	4%
49	-5.1	8	-5%	9%
50	0.3&0.6	5&-5	-13%&-17%	-11%&-9%
51	-0.6	?	-4%	-2%
52	-0.3	9	4%	2%
